Compound activity from PubChem BioAssay.
FLuc modulator: inhibits or activates purified firefly luciferase, miR-21 counter-screen; P08659; purified FLuc, Km substrates, luminescence inhibition; Potency, µM (series often up to 57.5 µM), inactives show top-dose activity change, negative = inhibition, most hits filed as inhibitors; actives 6.9% (n = 360,000);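 also: plate controls were vehicle for no effect and reference inhibitor for full effect; nearly all actives have a fitted effect of over 55% in size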
Target sequence (P08659 whole entry, looked up): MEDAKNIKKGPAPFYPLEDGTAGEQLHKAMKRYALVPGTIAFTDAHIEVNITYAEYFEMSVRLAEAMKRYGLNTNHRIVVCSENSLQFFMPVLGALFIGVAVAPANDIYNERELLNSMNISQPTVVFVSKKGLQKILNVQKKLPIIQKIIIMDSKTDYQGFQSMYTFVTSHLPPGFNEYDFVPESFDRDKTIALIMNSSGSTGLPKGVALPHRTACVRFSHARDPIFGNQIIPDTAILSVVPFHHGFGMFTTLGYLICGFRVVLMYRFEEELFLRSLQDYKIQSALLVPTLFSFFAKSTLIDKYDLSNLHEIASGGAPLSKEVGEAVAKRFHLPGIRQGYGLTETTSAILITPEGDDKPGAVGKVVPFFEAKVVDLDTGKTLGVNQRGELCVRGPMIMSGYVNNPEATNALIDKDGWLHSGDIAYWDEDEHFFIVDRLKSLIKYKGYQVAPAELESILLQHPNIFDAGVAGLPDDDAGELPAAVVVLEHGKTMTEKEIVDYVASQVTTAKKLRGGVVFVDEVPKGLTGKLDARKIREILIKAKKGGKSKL
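Purified P. pyralis luciferase (10nM final) with 10uM D-luciferin and 10uM ATP (Km levels) in 50mM Tris acetate pH 7.5, 10mM Mg acetate, 0.01% Tween-20, 0.05% BSA; qHTS 6-point titration, ~60 µM downward; luminescence read.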
Gal4-VP16 FLuc: inhibits Gal4-VP16 luciferase reporter, ROR gamma counter-screen | actives 3.5% (n = 310,000) | Potency, µM (highest dose often 53.6 µM), for the others: at the top dose activity, negative = inhibition, hits mostly inhibitors | AID 2546 | Drosophila S2 Gal4-VP16 UAS-luciferase, luminescence, 20 h;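 also: Gal4-VP16 expression switched on by copper sulfate through the metallothionein promoter; % is scaled to controls: 0 for no effect and ±100 for the full control effect; nearly all actives have a fitted effect of over 50% in size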
MBNL1 CUG block: inhibitors of human MBNL1 binding to CUG repeat RNA. AID 2675. TR-FRET MBNL1-His/biotin-(CUG)12 binding, 665/545 ratio. Potency, µM (doses to about 57.5 µM), for the others: at the top dose activity change, negative = inhibition, hits mostly inhibitors. actives 0.036% (n = 280,000); active = well fitted inhibition curve with a large enough effect in the signal ratio, with a control signal flat, not every such curve was filed as active; inconclusive = small, poorly fitted or top-dose-only effect, or effect the other way, or a change in a side signal; inactive = no such curve, though single readings can be large or run the other way; the % refers to the signal ratio; also: % is scaled to controls: 0 for no effect and ±100 for the full control effect
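Inhibition of protein-RNA binding appears as loss of TR-FRET between terbium anti-His antibody on MBNL1-His and streptavidin-XL665 on biotin-(CUG)12. Activity is normalized to buffer-only and uninhibited-complex controls.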
NPC1 promoter act: activates the NPC1 promoter; actives 2.4% (n = 320,000); Huh7 NPC1 promoter luciferase reporter, 24 h; Potency, µM (doses to about 9.22 µM), for the others: at the top dose activation, hits mostly activators; AID 485313;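 also: % of control where 0% means no effect; nearly all actives have a fitted effect of over 60% in size; reporter is driven by a mutant NPC1 promoter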
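Cells: Huh7 expressing luciferase under the NPC1 promoter, 1500/well. Seeded 2 h, compound added, incubated 24 h at 37 °C. Luciferase reagent, 10 min ambient, then luminescence.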
Rab9 prom act: activators of Rab9 promoter; Potency, µM (highest dose often 9.22 µM), for inactives: at the top dose activation, negative = inhibition, hits mostly activators; actives 2.8% (n = 320,000); Huh7 Rab9 promoter-luciferase reporter, luminescence, 24 h; also: % of control where 0% means no effect; nearly all actives have a fitted effect of over 60% in size
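Promoter activation is measured as luciferase luminescence in Huh7 cells stably transfected with a Rab9 promoter–luciferase construct, following 24 h compound exposure at 37 °C and 10 min reagent incubation at ambient temperature.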
RORgamma inh: ROR gamma (mouse) transcription inhibition; P51450; Drosophila S2 Gal4-RORgamma UAS-luciferase reporter, 20 h; Potency, µM (highest dose often 53.6 µM), for the others: top-dose activity change, negative = inhibition, usual class: inhibitors; actives 5.4% (n = 310,000); also: % is scaled to controls: 0 for no effect and ±100 for the full control effect; nearly all actives have a fitted effect of over 60% in size
Target sequence (P51450 whole entry, looked up, the tested form may be a part): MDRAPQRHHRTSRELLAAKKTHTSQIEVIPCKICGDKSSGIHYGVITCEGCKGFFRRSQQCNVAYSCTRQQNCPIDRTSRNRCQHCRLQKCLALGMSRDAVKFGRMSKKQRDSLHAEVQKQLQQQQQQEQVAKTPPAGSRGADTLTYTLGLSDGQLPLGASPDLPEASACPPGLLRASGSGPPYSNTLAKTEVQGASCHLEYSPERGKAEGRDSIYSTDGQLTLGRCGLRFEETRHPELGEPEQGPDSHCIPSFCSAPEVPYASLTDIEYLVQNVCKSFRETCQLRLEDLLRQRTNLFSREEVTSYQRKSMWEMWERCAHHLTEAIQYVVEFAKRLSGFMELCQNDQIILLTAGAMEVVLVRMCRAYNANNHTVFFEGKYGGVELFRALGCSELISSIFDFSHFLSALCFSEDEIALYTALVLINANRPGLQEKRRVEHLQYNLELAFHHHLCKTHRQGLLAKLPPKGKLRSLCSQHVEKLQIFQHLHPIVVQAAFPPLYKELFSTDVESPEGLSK
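Drosophila S2 cells stably expressing Gal4-DBD/mouse RORγ fusion under metallothionein promoter plus UAS-luciferase; compound 1 h, then 700 uM CuSO4 induction for 20 h at ambient temperature; inhibition read as reduced luminescence.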
p53 reactivator: mutant p53 re-activation in reporter cells | H1299 p53-A138V BP100-luciferase reporter, luminescence, 24 h | Potency, µM (doses to about 92.2 µM), inactives show at the highest dose activity change, positive = activation, most hits filed as activators | actives 0.063% (n = 320,000); also: % of control where 0% means no effect; nearly all actives have a fitted effect of over 45% in size
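H1299 (p53-null), stable ts p53-A138V + BP100-Luc; 1000 cells/well, Opti-MEM/10% FBS; cpd 4 pt, 1:5; 24 h, 37 deg C, 5% CO2; detection reagent 10 min RT; luminescence.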
BRCA1 expr act: increases BRCA1 expression; MCF7-BRCA1-FFLuc reporter, luminescence, 48 h; response scale: scaled: vehicle 0%, 10 µM genistein 100%; actives 1.1% (n = 380,000); Potency, µM (titrated, usually from 46.1 µM), without a hit: top-dose activation, most hits filed as activators; also: nearly all actives have a fitted effect of over 80% in size; some results filed as inactive show a strong effect at the top dose
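First, MCF7-BRCA1-FFLuc cells (2000/well) attach for 2 h; next, compounds are pin-added and incubated 48 h at 37 °C; finally, luciferase reagent is added and luminescence read after 15 min.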
ELG1 genotoxic: induces genotoxicity in HEK293T cells with luciferase-tagged ELG1. Potency, µM (highest dose often 46 µM), inactives show at the highest dose activity change, positive = activation, hits mostly activators. AID 504466. actives 1.3% (n = 330,000). HEK293T ELG1-luciferase reporter, luminescence, 16 h; also: % of control where 0% means no effect; nearly all actives have a fitted effect of over 60% in size
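After overnight (16 hr) compound treatment at 37 °C, ELG1-luciferase HEK293T cells were lysed with ONE-Glo; luminescence quantified 30 min later at room temperature.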
uPA generation: inhibitors of cell surface uPA generation | actives 0.31% (n = 330,000) | cell surface uPA generation assay, qHTS | Potency, µM (series often up to 38.3 µM), for the others: top-dose activity change, negative = inhibition, most hits filed as inhibitors; active = well fitted inhibition curve with a large enough effect; inconclusive = small, poorly fitted or top-dose-only effect; inactive = no such curve, though single readings can be large or run the other way; tested in mouse RAW 264.7 cells; also: % is scaled to controls: 0 for no effect and ±100 for the full control effect; nearly all actives have a fitted effect of over 55% in size
* = called active by the depositor; ? = inconclusive; · = no result given; [ ] = another dose, or the depositor's remark. Unless noted, calls follow the shape of the dose curve; as a rule, active = well fitted curve in the direction sought with a large enough effect; inconclusive = small, poorly fitted or top-dose-only effect, or another doubt; inactive = no such curve, though single readings can be large; an effect the other way counts as inactive or inconclusive. Potency is read from the fitted curve at half-maximal effect.

nr | Molecule | FLuc modulator | Gal4-VP16 FLuc | MBNL1 CUG block | NPC1 promoter act | Rab9 prom act
1 | CCOC(=O)N1CCN(c2cc(N3CCOCC3)c(F)cc2[N+](=O)[O-])CC1 | 1% | -2% | ? | -2% | -12%
2 | Nc1nc(NC(=O)c2ccccc2Cl)nn1-c1ccccc1 | -19% | 16% | 2% | 2% | 22%
3 | CC(=O)Nc1ccc(-c2csc(NC(=O)Cc3cccc(F)c3)n2)cc1 | -2% | 3% | 1% | -4% | -2%
4 | c1cc2c(cc1-n1cnnn1)OCO2 | -3% | 5% | -21% | 2% | 7%
5 | CCC(CC)NC(=O)COC(=O)c1cccc(C)c1O | 0% | -6% | 3% | -5% | 4%
6 | COc1ccc(C2(O)CN(c3ccccc3)C3=[N+]2CCS3)cc1OC (stereo not given) | 1% | -16% | 0% | 0% | 1%
7 | Cc1cccc(NC(=O)CCc2nnc3ccc(NCc4ccco4)nn23)n1 | -1% | 1% | 3% | 0% | -5%
8 | CCCn1c(N)c(C(=O)CN2CCN(S(=O)(=O)c3cccs3)CC2)c(=O)[nH]c1=O | -1% | -1% | 16% | -2% | -3%
9 | CCn1c(NC(=O)c2ccccc2)nc2ccccc21 | 17µM* | 2.5µM* | -10% | 27% | ?
10 | Cc1cnc(NC(=O)CN2CCN(c3ccccc3F)CC2)s1 | 1% | 0% | -9% | 4% | 0%
11 | CCCn1c(=N)c(S(=O)(=O)c2ccc(F)cc2)cc2c(=O)n3cccc(C)c3nc21 | 0% | 5% | -2% | 1% | 4%
12 | Cc1ccc(C(=O)OCC(=O)N2CC(C)CC(C)C2)cc1S(=O)(=O)N1CCCCC1 (stereo not given) | 3% | · | · | -2% | -6%
13 | O=c1c2ccccc2c(C=NC2CCS(=O)(=O)C2)c(O)n1-c1ccccc1 (stereo not given) | 2% | -13% | ? | 2% | 5%
14 | Cn1ncc2c(=O)n(CC(=O)NC34CC5CC(CC(C5)C3)C4)cnc21 | 2% | 6% | 1% | -2% | -1%
15 | CCCCNS(=O)(=O)c1ccc(OC)c(Cl)c1Cl | 6% | -8% | 2% | -3% | -2%

nr | RORgamma inh | p53 reactivator | BRCA1 expr act | ELG1 genotoxic | uPA generation
1 | 21% | -8% | -22% | -1% | 3%
2 | 2% | 11% | 44% | 5% | -2%
3 | 32% | 11% | -6% | -15% | 10%
4 | 3% | 1% | 6% | 0% | -1%
5 | -22% | -1% | -5% | -1% | 2%
6 | 1% | -6% | -6% | 0% | -15%
7 | -2% | 1% | 1% | 5% | -1%
8 | 0% | -3% | -1% | 1% | -1%
9 | 0.32µM* | 16% | -4% | 12% | -2%
10 | 24% | -11% | -2% | -2% | 8%
11 | -15% | 0% | 2% | 3% | -26%
12 | · | -7% | -10% | -1% | -6%
13 | -1% | -2% | 0% | 12% | -6%
14 | 6% | 1% | 2% | 4% | 2%
15 | -6% | 5% | -2%[1.84 µM] | -1% | 2%

Following part.
nr | Molecule | FLuc modulator | Gal4-VP16 FLuc | MBNL1 CUG block | NPC1 promoter act | Rab9 prom act
16 | COC(=O)CCC(=O)Nc1ccc(Cl)c(Cl)c1 | -2% | 6% | 3% | 13% | 5%
17 | Cc1ccc(NC(=O)CCN2C(=O)C3CCCCC3C2=O)cc1[N+](=O)[O-] (stereo not given) | 4% | · | · | -1% | -27%
18 | CO/N=C/c1ccc(N2CCN(C(=O)c3ccc(F)cc3)CC2)c([N+](=O)[O-])c1 | 3% | 8.9µM* | ? | 0% | -13%
19 | C/C(=C\c1ccccc1)C(=O)NCCN1CCOCC1 | 6% | -3% | -5% | -2% | 14%
20 | COc1cccc(C2/C(=C(/O)c3ccc(C)cc3)C(=O)C(=O)N2Cc2ccco2)c1 (stereo not given) | -1% | -12% | 3% | 0% | -7%
21 | CN(C)c1ccc(/C=N/NC(=O)c2sccc2-n2cccc2)cc1 | ? | ? | ? | ? | 4µM*
22 | O=C(Nc1ccccc1[N+](=O)[O-])c1cncc(Br)c1 | 0% | 2% | ? | -4% | 0%
23 | O=C(COC(=O)/C=C/c1ccco1)Nc1ncc(Cl)cc1Cl | 1% | ? | 18% | -2% | 1%
24 | COc1ccc(CN2CCC(=O)N(CCO)CC2)cc1OC | 2% | -4% | -14% | -2% | -2%
25 | O=C(CCCn1c(SCC(=O)NCC2CCCO2)nc2ccccc2c1=O)NCC1CCCO1 (stereo not given) | 0% | -2% | -1% | -1% | 0%
26 | CCCSc1cc(Cl)nc(N)n1 | 2% | -15% | 4% | -7% | -1%
27 | Cc1ccccc1NC(=O)C1CCCN(C(=O)Nc2ccc(F)cc2)C1 (stereo not given) | 2% | -2% | -2% | -1% | -1%
28 | COc1ccccc1NC(=S)N=Nc1c(O)[nH]c2ccc(Br)cc12 | 6% | 5.6µM* | · | -9% | -16%
29 | CN(C)CCNC(=O)c1ccc(COCC(F)(F)F)cc1 | 3% | -8% | -9% | -3% | -5%
30 | CCN1CCN(c2cc(C)c3cc(NC(=O)c4cc(OC)cc(OC)c4)ccc3n2)CC1 | 17µM* | -1% | -13% | 26% | 28%

nr | RORgamma inh | p53 reactivator | BRCA1 expr act | ELG1 genotoxic | uPA generation
16 | 25% | 4% | 5% | -1% | 10%
17 | · | 0% | -9% | 4% | -3%
18 | ? | -4% | -56% | -13% | -6%
19 | 6% | 10% | 42% | 7% | -11%
20 | 4% | -3% | -18% | 2% | -1%
21 | 11µM* | 24% | 53% | -1% | 2%
22 | 1% | ? | -2% | -14% | -4%
23 | 34% | 7% | -12% | -1% | -10%
24 | 6% | 10% | 20% | -4% | -7%
25 | 1% | -20% | -14% | 1% | ·
26 | -10% | -1% | 0% | 4% | -4%
27 | -15% | 4% | -50% | 0% | 4%
28 | 2µM* | 6% | -38% | 2% | ?
29 | -1% | ? | 9% | -1% | 1%
30 | -38% | 5% | 6.3µM* | ? | -11%

Next section.
nr | Molecule | FLuc modulator | Gal4-VP16 FLuc | MBNL1 CUG block | NPC1 promoter act | Rab9 prom act
31 | C=CCn1c(=NC(=O)C2COc3ccccc3O2)sc2cccc(OC)c21 (stereo not given) | -3% | -1% | · | ? | 1%
32 | COc1cc(OC)c(C2=NOC(C(=O)N3CCc4ccccc4C3)C2)cc1Cl (stereo not given) | -5% | -11% | 23% | 0% | 0%
33 | COc1cccc(C(=O)N/N=C(/CCC(=O)O)c2ccccc2)c1 | ? | 25% | · | -2% | 0%
34 | CC(=O)Nc1ccc(S(=O)(=O)NNC(=O)c2cccc(Cl)c2)cc1 | -17% | -5% | -2% | -4% | 0%
35 | COC(=O)C1=C(C)NC(=O)NC1c1ccc2c(c1)OCO2 (stereo not given) | 2% | 0% | -11% | -5% | 4%
36 | CSCCC(NS(=O)(=O)c1ccc(Cl)cc1)C(=O)OCc1c(Cl)cccc1Cl (stereo not given) | 2% | -3% | · | -2% | -4%
37 | O=c1c2ccccc2cnn1-c1ccc(Cl)nn1 | -19% | 7% | 6% | 11% | 16%
38 | CCOc1ccc2[nH]c(=O)c(C(c3nnnn3Cc3ccco3)N3CCCC(C)C3)cc2c1 (stereo not given) | -5% | -3% | 8% | 0% | -8%
39 | O=C(O)CSCC(=O)N1CCN(S(=O)(=O)c2ccccc2)CC1 | -1% | 0% | -3% | -4% | -1%
40 | COc1cc(C(=O)NCCOc2ccccc2)cc(OC)c1OC | -6% | 2% | 2% | 1% | -1%[1.84 µM]
41 | CSc1nnc(-c2cnccn2)n1CCCN1CCCC1=O | 1% | -4% | -4% | 0% | -14%
42 | CC(C(=O)N1CCN(c2ccccc2)CC1)N1C(=O)C2CC=CCC2C1=O (stereo not given) | 1% | 4% | -1% | 3% | -5%

nr | RORgamma inh | p53 reactivator | BRCA1 expr act | ELG1 genotoxic | uPA generation
31 | -38% | 0% | -1% | -11% | 8%
32 | 11% | -4% | 12% | -1% | ·
33 | ? | 30% | 15% | 6% | -7%
34 | 2% | 0% | -1% | 0% | 4%
35 | -11% | ? | 15% | -5% | 19%
36 | 42% | ? | -41% | -8% | 8%
37 | 30% | 4% | 52% | 11% | 3%
38 | 28% | -3% | -42% | -2% | 10%
39 | -1% | 5% | 23% | 4% | -2%
40 | 14% | 5% | 22% | 8% | 9%
41 | -2% | 1% | 1% | -1% | ·
42 | 5% | -17% | 2% | 1% | 0%

Reprinted at random: 4 records from the list
nr | Molecule | FLuc modulator | Gal4-VP16 FLuc | MBNL1 CUG block | NPC1 promoter act | Rab9 prom act
41 | CSc1nnc(-c2cnccn2)n1CCCN1CCCC1=O | 1% | -4% | -4% | 0% | -14%
32 | COc1cc(OC)c(C2=NOC(C(=O)N3CCc4ccccc4C3)C2)cc1Cl (stereo not given) | -5% | -11% | 23% | 0% | 0%
34 | CC(=O)Nc1ccc(S(=O)(=O)NNC(=O)c2cccc(Cl)c2)cc1 | -17% | -5% | -2% | -4% | 0%
35 | COC(=O)C1=C(C)NC(=O)NC1c1ccc2c(c1)OCO2 (stereo not given) | 2% | 0% | -11% | -5% | 4%

nr | RORgamma inh | p53 reactivator | BRCA1 expr act | ELG1 genotoxic | uPA generation
41 | -2% | 1% | 1% | -1% | ·
32 | 11% | -4% | 12% | -1% | ·
34 | 2% | 0% | -1% | 0% | 4%
35 | -11% | ? | 15% | -5% | 19%
